NCOA3 inh: inhibits human SRC3 coactivator; Q9Y6Q9; HEK293 GAL4-SRC3 luciferase reporter, luminescence; inhibition, % at 3.6 µM; 0.17% of 360,000 active;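 active = inhibition above a per-campaign cutoff, the mean of all compounds plus 3 SD, cut at about 60% in these data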;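 note: 0% = DMSO-treated cells and 100% = gossypol-treated cells at 36 µM; higher means less SRC3-driven luciferase light from the GAL4 reporter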
Target sequence (Q9Y6Q9 whole entry, looked up, the tested form may be a part): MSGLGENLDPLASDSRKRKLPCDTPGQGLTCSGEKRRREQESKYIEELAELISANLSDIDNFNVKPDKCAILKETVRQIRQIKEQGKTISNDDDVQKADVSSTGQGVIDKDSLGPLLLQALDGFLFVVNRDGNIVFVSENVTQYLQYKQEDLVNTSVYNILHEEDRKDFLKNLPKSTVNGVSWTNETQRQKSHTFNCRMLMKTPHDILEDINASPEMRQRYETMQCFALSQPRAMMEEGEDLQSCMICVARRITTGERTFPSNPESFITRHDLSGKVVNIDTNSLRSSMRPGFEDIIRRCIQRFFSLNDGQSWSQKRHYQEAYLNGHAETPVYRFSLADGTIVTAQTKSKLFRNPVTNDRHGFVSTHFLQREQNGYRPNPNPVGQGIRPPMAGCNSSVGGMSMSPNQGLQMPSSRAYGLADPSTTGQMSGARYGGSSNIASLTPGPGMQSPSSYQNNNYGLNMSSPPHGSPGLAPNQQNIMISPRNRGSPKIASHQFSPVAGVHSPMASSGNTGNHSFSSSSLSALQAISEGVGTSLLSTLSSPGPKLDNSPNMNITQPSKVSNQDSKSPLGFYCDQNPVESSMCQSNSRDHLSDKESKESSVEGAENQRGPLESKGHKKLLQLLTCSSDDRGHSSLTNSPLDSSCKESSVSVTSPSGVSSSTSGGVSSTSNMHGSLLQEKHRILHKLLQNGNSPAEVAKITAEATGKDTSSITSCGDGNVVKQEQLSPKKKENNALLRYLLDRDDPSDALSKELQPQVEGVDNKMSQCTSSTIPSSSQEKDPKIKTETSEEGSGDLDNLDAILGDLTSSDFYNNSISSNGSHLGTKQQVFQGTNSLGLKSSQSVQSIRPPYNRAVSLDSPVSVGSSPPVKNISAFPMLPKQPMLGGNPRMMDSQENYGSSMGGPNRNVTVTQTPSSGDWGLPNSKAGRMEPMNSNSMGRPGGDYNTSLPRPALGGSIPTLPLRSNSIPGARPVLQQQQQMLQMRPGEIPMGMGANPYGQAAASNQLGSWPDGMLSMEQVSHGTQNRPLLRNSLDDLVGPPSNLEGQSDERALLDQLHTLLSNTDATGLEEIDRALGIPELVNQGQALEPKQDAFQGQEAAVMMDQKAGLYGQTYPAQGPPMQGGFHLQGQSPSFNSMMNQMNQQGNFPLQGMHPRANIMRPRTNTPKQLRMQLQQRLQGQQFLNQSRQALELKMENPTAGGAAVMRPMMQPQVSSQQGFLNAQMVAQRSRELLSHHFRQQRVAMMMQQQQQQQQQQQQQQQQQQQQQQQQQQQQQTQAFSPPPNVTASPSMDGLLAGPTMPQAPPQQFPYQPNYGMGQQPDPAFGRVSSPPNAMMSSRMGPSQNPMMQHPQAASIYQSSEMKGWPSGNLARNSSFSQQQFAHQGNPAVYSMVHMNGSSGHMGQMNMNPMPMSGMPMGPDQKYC
ABHD5 PLIN5 PPI: inhibitors of human ABHD5-perilipin-5 interaction; Q00G26+Q8WTS1; AID 602281; inhibition, % at 4 µM; Split G. princeps luciferase complementation, luminescence, 4 h; 0.78% of 360,000 active;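 active = inhibition above the mean inhibition across every tested compound plus 3 SD, cut at about 22% in these data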;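 note: 0% = DMSO only wells and the 100% control is not disclosed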
Granule exo inh: lytic granule exocytosis inhibition; AID 651702; TALL-104 LAMP-1 surface exposure, flow cytometry; cells stimulated with thapsigargin and PMA; inhibition, % at 10 µM; 0.66% of 360,000 active;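 active = inhibition above about 55%, limit read from the data; inconclusive = no clear call, values can overlap the other calls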
TROY signal inh: blocks TROY-dependent signaling in reporter cells. Q293 LMP1-TROYcd NF-kB luciferase reporter, 4 h. inhibition, % at 10 µM. 0.98% of 360,000 active;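 active = compounds whose plate-normalised and pattern-corrected inhibition of the luciferase reporter signal at the single screening dose is 50% or more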
LRH-1 inv ag: inverse agonists of human LRH-1 (NR5A2). 0.13% of 360,000 active. HEK293T StAR-luciferase reporter, LRH-1 transfected, 24 h. inhibition, % at 3.6 µM. AID 602396;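 active = inhibition above the mean inhibition of all tested compounds plus 3 SD, cut at about 73% in these data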;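 note: 0% = DMSO wells and 100% = reporter-only cells lacking LRH-1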
NCOA1 inh: inhibitors of human steroid receptor coactivator 1 (SRC1) | inhibition, % at 3.6 µM | Q15788 | AID 588354 | 0.12% of 360,000 active | HEK293 GAL4-SRC1 luciferase reporter, luminescence;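 active = inhibition above the campaign mean plus 3 SD, with each screening campaign given its own cutoff, cut at about 60% in these data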;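 note: 0% = DMSO treated cells and 100% = gossypol at 36 µM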
COUP-TFII inh: inhibitors of human COUP-TFII (NR2F2). inhibition, % at 8.6 µM. AID 686940. 0.7% of 370,000 active. P24468. HEK293T NGFI-A luciferase reporter, luminescence;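 active = inhibition above a per-plate cutoff, mean inhibition of test wells between control levels plus 3 SD, cut at about 38% in these data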;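 note: cells cotransfected with COUP-TFII expression vector driving the NGFI-A reporter; 0% = median of COUP-TF2 test wells and 100% = reporter-only cells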
TLR9-MyD88 inh: TLR9-MyD88 interaction inhibition; 0.21% of 340,000 active; CHO BLA complementation TLR9-MyD88, CCF4 FRET ratio; inhibition, % at 4.98 µM;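 active = inhibition above the mean over all tested compounds plus 3 SD, cut at about 21% in these data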;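 note: 0% = DMSO only wells and 100% = clavulanate BLA inhibitor control wells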
TWEAK-Fn14 inh: blocks TWEAK-Fn14 interaction in a reporter cell assay | inhibition, % at 10 µM | TWEAK-stimulated Fn14 reporter cells, luciferase luminescence, 8 h | 2% of 360,000 active | AID 1159606; in the data active = inhibition above about 50%
NCOA2 inhibitor: human SRC2 (NCOA2) inhibition; Q15596; HEK293 GAL4-SRC2 luciferase reporter, luminescence; inhibition, % at 9 µM; 0.17% of 370,000 active; AID 651957;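 active = inhibition above the mean inhibition of all tested compounds plus 3 SD, set per campaign, cut at about 52% in these data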;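 note: 0% = DMSO treated cells and 100% = cells given Gossypol at 36 µM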
NOD2 RIPK2 PPI: inhibitors of human NOD2-RIPK2 interaction. O43353. CHO BLA complementation NOD2-RIPK2, CCF4 ratio. 0.38% of 360,000 active. inhibition, % at 4.98 µM; in the data active = inhibition above about 21%;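 note: 0% = vehicle only and 100% = reference blocker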
* marks the source's active call; other numbers are inactive results; ? = inconclusive; . = no result given.

SMILES	NCOA3 inh	ABHD5 PLIN5 PPI	Granule exo inh	TROY signal inh	LRH-1 inv ag	NCOA1 inh	COUP-TFII inh	TLR9-MyD88 inh	TWEAK-Fn14 inh	NCOA2 inhibitor	NOD2 RIPK2 PPI
Cc1nc(CC(=O)Nc2nc(-c3ccccc3)cs2)cs1	-16.9	4.6	-0.7	-35.5	-18.4	-32.0	-13.0	-6.0	-8.3	-22.6	-2.9
O=C(CN1CCOCC1)N1CCc2ccccc2C(c2ccccc2)C1 (stereo unspecified)	9.3	6.9	2.5	-9.1	0.0	-0.2	2.4	-16.5	-0.8	-11.9	-3.9
CCc1ccc(Oc2nnnn2-c2ccc(C(N)=O)cc2)cc1	13.8	1.6	0.3	-0.9	2.2	6.2	-6.9	4.4	-17.9	-10.2	6.0
CCn1c(=O)cc(N2CCC3(CC2)OCCO3)[nH]c1=O	-5.7	10.7	0.9	-9.3	-7.8	-2.8	-50.5	-10.1	-9.0	-14.3	-5.8
CC(C)c1nc(CN2CCCCC2)cc(=O)[nH]1	-2.9	-1.2	-0.3	1.8	5.4	-8.4	-16.4	.	12.1	-10.5	-2.6
CS(=O)(=O)N(CCCC(=O)N1CCCCCC1)c1cccc(Cl)c1	-7.5	-7.4	6.7	12.5	2.7	-3.4	10.5	1.3	-0.2	-7.7	-6.5
COc1ccccc1-c1cccc([C@@H]2C[C@H]3[C@H](CON3C)CN2C(C)=O)c1	-17.1	6.4	0.0	1.7	-1.3	-9.3	3.9	-1.4	-1.9	11.8	-14.5
O=C(O)C(Cc1ccccc1)n1cnnn1 (stereo unspecified)	26.5	-1.1	-0.9	-8.3	6.2	-4.2	12.1	-0.7	-1.8	-4.2	-9.1
COc1cccc(C2=Nc3cccc4cccc(c34)N2)c1	15.9	11.8	3.9	26.8	11.7	-3.1	12.6	-1.4	-21.4	6.3	-0.2
O=C(COC(=O)c1ccccc1NC(=O)c1ccco1)NC1CC1	-9.9	-0.9	1.5	-41.2	11.0	10.7	1.6	-6.7	-0.1	-25.0	-6.4
COc1ccccc1OCCC(=O)OCC(=O)Nc1ccc(S(=O)(=O)N2CCOCC2)cc1	11.5	-1.7	-1.4	0.1	21.6	-2.7	-5.1	11.9	0.4	-8.1	-2.9
CCN1CCN(c2ccc(NC(=O)c3ccc(Br)o3)cc2)CC1	-92.3	-0.9	1.0	-12.2	-59.8	-71.7	-42.4	3.0	-8.9	-83.9	6.8
Cc1nn(C)c(C)c1NC(=O)CSc1nnc(C)n1-c1ccccc1	-1.7	-3.1	-0.6	20.8	8.2	-1.9	-20.6	-18.0	7.3	-6.6	-12.5
CCC(C)n1[nH]c(=O)cc1N (stereo unspecified)	0.6	-2.2	4.1	11.2	-1.4	1.7	-6.9	-10.9	10.8	-12.8	9.2
COc1ccc(CC2C(=O)OC(C)(C)OC2=O)cc1	19.5	13.1	?	-4.3	6.8	7.6	6.1	-5.8	20.9	-9.5	10.9
COc1cc(C(=O)NNC(=S)NC(=O)c2ccccc2C)cc(OC)c1OC	5.9	-1.9	12.5	-2.7	12.8	-10.9	4.5	-4.7	-12.7	9.8	-9.0
Cc1ccc(C)c(C(=O)CSc2nnnn2C(C)C)c1	-45.6	-7.6	-2.1	-55.3	-34.9	-58.0	-29.5	5.0	-15.9	-31.7	-1.3
CC(=O)Nc1ccc(S(=O)(=O)NNC(=O)NC23CC4CC(CC(C4)C2)C3)cc1	-15.6	15.9	-9.2	-3.2	-9.0	12.2	5.3	1.8	6.2	-5.9	-7.7
COC(=O)c1c(C)[nH]c(C=Nc2ccc(OC)cc2)c1C	-18.2	3.1	2.3	-29.8	-4.1	-14.1	-6.4	5.5	-8.7	0.5	-7.1
CC(NC(=O)/C=C/c1cnc2ccccc2n1)C12CC3CC(CC(C3)C1)C2 (stereo unspecified)	30.0	2.9	1.8	75.0*	-1.1	4.2	16.7	-2.6	76.8*	-3.4	-7.8
O=C(NCc1ccccc1)c1ccc(NC(=O)C2CC2)cc1	-15.9	0.1	2.3	-17.7	-11.4	-7.8	-2.4	-5.2	-21.2	-11.6	8.4
O=C(/C=C/Nc1ccccc1O)c1ccco1	-55.0	-3.8	-2.6	-21.4	-17.9	-40.5	-23.0	1.8	-16.1	-56.6	-6.6
CCCN1CCC(NC(=O)Nc2cccc3ccccc23)CC1	26.9	-2.2	2.0	3.2	-1.1	2.0	-9.2	-7.6	15.9	8.0	-10.4
O=C(Cn1cnc([N+](=O)[O-])n1)N/N=C/c1cccc(Cl)c1	14.6	9.4	8.2	-3.1	18.0	-22.4	13.8	0.1	-1.3	8.1	-3.0
Cc1ccc(Cl)cc1N1CCN(C(=O)c2cccc3c(=O)c(C)c(-c4ccccc4)oc23)CC1	-0.5	2.1	31.1	27.4	-12.5	-0.9	-2.4	-7.4	40.6	0.6	-1.3

Going on with the list:
SMILES	NCOA3 inh	ABHD5 PLIN5 PPI	Granule exo inh	TROY signal inh	LRH-1 inv ag	NCOA1 inh	COUP-TFII inh	TLR9-MyD88 inh	TWEAK-Fn14 inh	NCOA2 inhibitor	NOD2 RIPK2 PPI
CCCCCNC(=O)C(c1cc2ccccc2o1)n1c(=O)c(-c2ccco2)nc2ccccc21 (stereo unspecified)	.	94.0*	13.9	.	-7.9	.	-16.8	.	.	-20.9	-11.9
CC(C)Cn1c(SCC(=O)NC(=O)Nc2ccc3c(c2)OCCO3)nc2ccccc2c1=O	-4.5	4.3	-1.1	-31.7	4.8	0.4	4.5	-1.7	-11.6	12.2	1.1
O=C(COC(=O)C1CC2CCCC(C1)C2=O)Nc1cccc(F)c1 (stereo unspecified)	-3.7	4.0	6.0	7.0	7.5	-5.7	21.1	-3.8	5.5	17.3	-1.4
O=C(OCC(=O)N1CCCC1)c1c2c(nc3ccccc13)CCCCC2	-7.9	-4.4	-1.2	-13.0	3.1	6.3	5.1	-11.8	0.9	7.8	-6.5
CCn1c(=S)sc2c(=O)n(CC(=O)Nc3ccc(C(C)=O)cc3)c(C)nc21	1.1	8.1	11.1	19.6	3.1	6.0	-2.2	-1.4	2.2	-5.1	-0.3
OCC[C@@H]1C[C@H](O)[C@@H](O)[C@]2(Cc3ccccc3CCO2)O1	-1.1	-6.7	25.0	10.7	-11.1	10.3	-12.2	-14.2	3.6	-29.5	-14.6
CC1(OC(=O)CCc2ccccc2)C(=O)C=C2C=C3CCCN3C=C2C1=O (stereo unspecified)	-8.8	-6.0	1.0	6.6	0.4	-6.2	1.7	-0.4	8.5	11.6	14.7
CCOC(=O)c1cccc(N2C(=O)c3ccccc3S2(=O)=O)c1	13.4	6.2	-0.7	-0.4	-11.7	-13.2	8.8	-0.9	20.1	-5.0	-0.2
COc1ccc(NC(=O)CS(=O)CC(=O)N2CCN(C3CCCC3)CC2)cc1 (stereo unspecified)	8.3	11.2	-6.7	-13.8	10.4	2.5	8.0	5.2	-6.6	6.2	0.6
CCCCOc1nc(N)nc(-c2ccccc2)n1	-7.6	2.2	2.6	-44.6	-16.8	11.9	-18.7	-4.8	6.4	-5.9	-3.5
Cc1c(N2C(=O)C3C4C=CC(C5CC45)C3C2=O)c(=O)n(-c2ccccc2)n1C (stereo unspecified)	12.1	5.0	-2.6	3.7	-6.1	-4.4	5.3	-0.2	-4.5	-0.8	-4.1
O=C(c1cc(COc2cccc(C(F)(F)F)c2)on1)N1CCC(c2ccncc2)CC1	9.0	8.7	7.6	1.7	-0.8	-19.8	45.6*	-0.9	32.6	6.9	-5.1
O=Cc1ccc(C(=O)OCC(=O)N2CCCC2)cc1	-14.6	8.1	-11.1	-22.7	-19.1	4.3	2.4	3.9	10.8	-11.6	0.1
COC(=O)C1CCN(C(=O)C2CCCCC2)CC1	-1.8	0.8	-0.3	-7.3	-0.7	-10.7	6.6	-7.9	0.8	-2.7	-10.5
COC(=O)CCN(C(=O)C1C2CC3CC(C2)CC1C3)c1ccccn1 (stereo unspecified)	3.2	-1.0	0.9	11.1	5.0	-17.7	-13.8	-12.2	2.4	-20.5	-0.6
CCCCC(CC)C1OCC(C[N+]2(C)CCOCC2)O1 (stereo unspecified)	3.9	1.2	-1.4	-9.1	-8.4	6.7	6.0	0.3	-20.2	5.5	-12.2
COc1ccc(C(=O)COC(=O)COc2cc(C)cc(C)c2)cc1	13.7	4.4	-4.8	-18.3	3.0	10.1	-9.1	9.6	0.7	25.7	-14.0
COC(=O)c1ccc(Sc2ccc(C)cc2)c(N)c1	-29.5	-8.2	0.1	2.4	3.8	-8.1	-16.0	-0.6	-24.4	-9.2	7.1
Cc1ccc2nc(-c3cccc(Br)c3)cc(C(=O)NC3=NCCS3)c2c1	-8.5	3.2	4.7	-32.2	-17.5	-5.5	4.7	-15.2	-14.6	-4.9	-6.7
O=C(CC12CC3CC(CC(C3)C1)C2)NCC(=O)N1CCCC1	-0.8	8.1	0.1	1.0	-0.5	16.2	8.4	-4.0	-4.3	6.2	2.9
O=C(Nc1cc(Cl)ccc1N1CCOCC1)c1ccncc1	7.1	3.8	1.9	-6.2	17.2	7.5	16.6	-5.4	-0.2	0.7	-3.1
CC(C)c1ccc(N(C(=O)c2ccco2)C(C(=O)NC2CCCC2)c2cccnc2)cc1 (stereo unspecified)	-8.9	0.2	10.3	-13.6	2.5	-3.9	-18.1	4.1	-2.6	-19.4	-3.4
NC(=O)c1nsc(C(=O)N(CCc2ccccc2)C(C(=O)NC2CCCC2)c2ccco2)c1N (stereo unspecified)	5.8	-5.4	0.0	3.6	21.0	7.0	-5.0	-9.6	13.4	12.9	1.3

Reformatted field by field: part of the list above
> O=Cc1ccc(C(=O)OCC(=O)N2CCCC2)cc1
- NCOA3 inh = -14.6
- ABHD5 PLIN5 PPI = 8.1
- Granule exo inh = -11.1
- TROY signal inh = -22.7
- LRH-1 inv ag = -19.1
- NCOA1 inh = 4.3
- COUP-TFII inh = 2.4
- TLR9-MyD88 inh = 3.9
- TWEAK-Fn14 inh = 10.8
- NCOA2 inhibitor = -11.6
- NOD2 RIPK2 PPI = 0.1

> COC(=O)C1CCN(C(=O)C2CCCCC2)CC1
- NCOA3 inh = -1.8
- ABHD5 PLIN5 PPI = 0.8
- Granule exo inh = -0.3
- TROY signal inh = -7.3
- LRH-1 inv ag = -0.7
- NCOA1 inh = -10.7
- COUP-TFII inh = 6.6
- TLR9-MyD88 inh = -7.9
- TWEAK-Fn14 inh = 0.8
- NCOA2 inhibitor = -2.7
- NOD2 RIPK2 PPI = -10.5

> O=C(Nc1cc(Cl)ccc1N1CCOCC1)c1ccncc1
- NCOA3 inh = 7.1
- ABHD5 PLIN5 PPI = 3.8
- Granule exo inh = 1.9
- TROY signal inh = -6.2
- LRH-1 inv ag = 17.2
- NCOA1 inh = 7.5
- COUP-TFII inh = 16.6
- TLR9-MyD88 inh = -5.4
- TWEAK-Fn14 inh = -0.2
- NCOA2 inhibitor = 0.7
- NOD2 RIPK2 PPI = -3.1

> Cc1ccc(Cl)cc1N1CCN(C(=O)c2cccc3c(=O)c(C)c(-c4ccccc4)oc23)CC1
- NCOA3 inh = -0.5
- ABHD5 PLIN5 PPI = 2.1
- Granule exo inh = 31.1
- TROY signal inh = 27.4
- LRH-1 inv ag = -12.5
- NCOA1 inh = -0.9
- COUP-TFII inh = -2.4
- TLR9-MyD88 inh = -7.4
- TWEAK-Fn14 inh = 40.6
- NCOA2 inhibitor = 0.6
- NOD2 RIPK2 PPI = -1.3

The list is partial; rates above refer to the full screens.
